NFkB transloc pot – enhances IL-1B driven NFkB nuclear translocation; HUVEC IL-1B NFkB p65 nuclear translocation imaging; activation, % at 2 µM; 0.3% of 94,000 active;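 active = activation above 40%, about the mean plus 3 SD, also judged a hit on visual image review; inconclusive = activation above 40% but not a hit on visual review; inactive = activation not above 40% and no visual hit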;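 also: percent activation is computed from the nuclear over cytoplasmic p65 intensity ratio; values of inactives mirror those of a sister screen read the other way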
IL1B NFkB inh – blocks IL-1B driven NFkB nuclear translocation in HUVEC cells. HUVEC IL-1B NFkB p65 nuclear translocation imaging. inhibition, % at 2 µM. 0.43% of 94,000 active;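 active = inhibition above about 30% together with a positive call from visual inspection of the well image, limit read from the data; inconclusive = inhibition above a set limit but visual check negative; inactive = inhibition not above a set limit, visual check negative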;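 also: nuclear over cytoplasmic p65 intensity ratio measured by imaging; 0% = IL-1B stimulated DMSO wells and 100% = unstimulated DMSO wells; values of inactives mirror those of a sister screen read the other way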
MRP reversal – reverses drug resistance mediated by MRP; H69AR cells + 2 uM doxorubicin, CellTiter-Glo, 72 h; 0.04% of 85,000 active; differential viability (reversal), % at 10 µM;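 active = viability drop by adding the cancer drug above about 55%, with treated viability meeting a 40% cutoff, limit read from the data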;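 also: viability without doxorubicin minus viability with 2 µM doxorubicin for each compound; larger differential means the compound sensitizes cells more to doxorubicin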
Bcl-B TR3 displacers – displacers of TR3 peptide from Bcl-B, primary screen, selectivity assay for Bfl-1 inhibitor project, biochemical, fluorescence polarization; FP displacement of FITC-TR3 peptide from Bcl-B; higher % means a stronger effect; displacement, % at 20 µM; hits with a dose series show IC50 in µM; 0.11% of 96,000 active;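 active = displacement above 50% at 20 µM plus a fluorescence interference ratio under 1.5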;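 also: plate controls were wells without compound for no effect and wells lacking Bcl-B protein for full effect; a part of the inactive calls stands beside numbers as strong as those of hits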
PLAP inhibition – inhibition of human placental alkaline phosphatase – biochemical, luminescence, HTS (AID 690); purified PLAP, luminescent substrate; higher % means a stronger effect; inhibition, % at 20 µM, or IC50 in µM where a hit was titrated; 0.08% of 96,000 active; in the data active = a potency from the dose series; inactive = the rest, 99 in 100 with inhibition below about 30%; also: strong numbers were not always called active
MRP reversal cytotoxicity – further read-out of MRP reversal, marked with its call; viability, %; H69AR cells, CellTiter-Glo, 72 h; measured here: cytotoxicity without doxorubicin
MRP reversal with doxorubicin – second read-out of MRP reversal, no call of its own (marks repeat the call); viability, %; measured here: viability with 2 uM doxorubicin; hits give low values
IL1B NFkB inh cell count 2 µM – recorded beside IL1B NFkB inh, whose call it bears; cell count; measured here: cells passing quality filter;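 raw number of nuclei counted in each imaged well without normalization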
NFkB transloc pot cell count 2 µM – also measured in NFkB transloc pot; calls as there; cell count; measured here: cells passing quality filter
Numbers without * were called inactive; ? = inconclusive; . = no result given. An excerpt; the hit share may differ from the screen's.

SMILES	NFkB transloc pot	NFkB transloc pot cell count 2 µM	IL1B NFkB inh	IL1B NFkB inh cell count 2 µM	MRP reversal	MRP reversal cytotoxicity	MRP reversal with doxorubicin	Bcl-B TR3 displacers	PLAP inhibition
CC(C)Sc1nc(N2CCCC2)c2c(c1C#N)CC(C)(C)OC2	.	.	.	.	32.3	53.8	21.4	-2.6%	-0.9%
COc1ccc(NC(=O)CSc2[nH]c(=O)cc(C)c2C#N)cc1OC	5.7	108	-5.7	108	-6.8	81.9	88.7	-13.1%	8.9%
CCOC(=O)C1=C(CSc2nc(-c3ccncc3)ccc2C#N)OC(N)=C(C#N)C1c1ccc(OC)cc1 (configuration not stated)	11.4	185	-11.4	185	0.2	96.2	96.0	-72.0%	-52.4%
Cc1ccc(C)c(NC(=O)CCC(=O)N/N=C/c2ccc[nH]2)c1	-5.7	136	5.7	136	.	.	.	-14.3%	-8.8%
CCc1n[nH]c2c1/C(=N\O)CC(C)(C)C2	10.3	82	-10.3	82	1.1	101.7	100.6	5.9%	-5.0%
Cc1cc(C(=O)CN2C(=O)NC(c3ccccc3)(c3ccccc3)C2=O)c(C)n1Cc1ccco1	-1.2	214	1.2	214	7.5	94.3	86.8	-32.4%	-58.1%
COc1ccc(C)cc1S(=O)(=O)N1CCN(S(=O)(=O)c2cc(C)ccc2OC)C(C)C1 (configuration not stated)	39.3	131	-39.3	131	-3.3	89.7	93.0	-9.1%	-42.3%
Cc1nc(SCC#N)c2c3c(sc2n1)CCC3	4.3	113	-4.3	113	21.3	95.1	73.8	-2.9%	17.2%
CC(C)COc1ccc(C(=O)Nc2scc(-c3ccc(Cl)cc3Cl)c2C(N)=O)cc1	-5.4	182	5.4	182	.	.	.	-4.7%	-0.1%
O=C(NCC(c1ccc(F)cc1)N1CCOCC1)c1ccc(Br)o1 (configuration not stated)	-1.8	104	1.8	104	1.8	79.3	77.5	7.4%	-29.9%
CCn1cc(C(=O)OCC(=O)N(C)C2CCS(=O)(=O)C2)c(=O)c2ccc(C)nc21 (configuration not stated)	9.3	169	-9.3	169	-25.7	79.5	105.2	-11.7%	4.6%
CCOC(=O)c1sc2ncnc(NCc3ccco3)c2c1C	19.2	157	-19.2	157	-8.3	67.1	75.3	-98.1%	-2.2%
COc1cc(NS(=O)(=O)c2ccc(NC(=O)/C(=C\c3ccccc3OC)NC(=O)c3ccccc3)cc2)nc(OC)n1	4.8	105	-4.8	105	.	.	.	4.0%	-49.4%
CCOC(=O)C1CCN(S(=O)(=O)c2cccc(-c3cn4cc(C)ccc4n3)c2)CC1	0.4	161	-0.4	161	-6.3	88.1	94.4	-7.5%	3.5%
CN(C)c1nc2sc3c(c2c(=O)n1C)CC(C)(C)OC3	2.0	189	-2.0	189	-1.9	86.1	88.0	-2.9%	-3.4%
CCN(CC(=O)N1CCc2ccccc2C1)S(=O)(=O)c1ccc2ccccc2c1	5.2	196	-5.2	196	-14.0	59.2	73.2	-6.3%	-51.9%
CCCCn1c(CCNC(=O)c2cccs2)nc2ccccc21	2.9	94	-2.9	94	9.0	84.8	75.8	3.7%	-16.7%
CCOc1ccccc1NC(=O)C1CC2CCCC(C1)C2=O (configuration not stated)	-5.3	159	5.3	159	-8.9	92.5	101.4	-5.6%	11.8%
c1ccc(CCC2=NCCn3cccc32)cc1	12.6	203	-12.6	203	-10.2	91.7	101.8	-7.7%	16.5%
O=C(Cn1c(=O)c2c(ncn2Cc2ccccc2)n(Cc2ccccc2)c1=O)NC1CC1	-2.7	162	2.7	162	9.6	87.1	77.5	-11.8%	9.9%
CCOC(=O)c1cnc(SCC(=O)Nc2ccc3c(c2)OCCO3)nc1N	21.5	194	-21.5	194	-10.0	71.5	81.5	0.1%	26.9%
CCOCc1cnc(C)nc1NCC(=O)c1c(C)n(C)c2ccc(OC)cc12	14.2	132	-14.2	132	-12.6	34.2	46.9	-0.5%	18.7%
CCn1c2ccc(/C(C)=N\O)cc2c2cc(/C(C)=N\O)ccc21	-2.1	192	2.1	192	.	.	.	1.1%	7.1%
O=c1c2cccnc2[nH]c(=S)n1CCCN1CCN(c2ccc(F)cc2)CC1	6.2	165	-6.2	165	-1.4	90.8	92.2	-3.4%	-15.8%
CC(C)(C)OC(=O)N1CCN(c2ccc(NC(=O)Cn3nnc(-c4ccccc4)n3)cc2)CC1	25.4	132	-25.4	132	6.3	72.4	66.1	.	.
COc1cccc(CNC(=O)c2nnn(CC(=O)Nc3ccc(C)c(C)c3)c2N)c1	.	.	.	.	-24.1	51.2	75.3	-24.9%	44.3%
N#Cc1ccccc1NC(=O)Nc1cccs1	6.2	171	-6.2	171	8.3	93.5	85.2	2.0%	-1.1%
O=C(/C=C(\c1ccc(Cl)cc1)n1cncn1)c1ccc(Cl)cc1	20.9	190	-20.9	190	11.1	88.9	77.8	-2.0%	10.5%
COCCN(C(=O)c1ccco1)C(C(=O)NC1CCCC1)c1cccs1 (configuration not stated)	5.6	166	-5.6	166	2.5	88.5	85.9	.	.
CCSc1nc2n(n1)C(c1cccc(F)c1)C1=C(CCCC1=O)N2 (configuration not stated)	-1.5	102	1.5	102	13.4	97.6	84.2	11.5%	-3.0%
CC1CC(=O)N(CC(=O)NCc2ccc3c(c2)OCO3)c2ccccc2S1 (configuration not stated)	13.7	80	-13.7	80	.	.	.	-0.2%	-13.3%
COc1ccc(NC(=O)C23CC4CC(C2)CC(n2cnc(Br)n2)(C4)C3)cc1OC	-14.2	162	14.2	162	.	.	.	1.8%	-1.6%
CC(C)CN1C(=O)NC(NC(=O)c2cccs2)(C(F)(F)F)C1=O (configuration not stated)	1.1	74	-1.1	74	0.4	103.8	103.4	4.6%	-11.5%
Cc1cccc(Nc2nnc(SCc3cn4ccsc4n3)s2)c1	29.3	177	-29.3	177	2.3	77.4	75.1	-1.0%	-107.1%
CCN1CCN(Cc2c(O)ccc3c(=O)c(-c4ccc(OC)c(OC)c4)c(C)oc23)CC1	32.9	104	-32.9	104	6.0	79.1	73.1	4.1%	-28.5%
N#CCC(CNc1ncc(C(F)(F)F)cc1Cl)OC(=O)c1cccc(C(F)(F)F)c1 (configuration not stated)	8.1	138	-8.1	138	.	.	.	6.9%	18.3%
COc1ccc(Cl)cc1C(=O)NNC(=S)NC(=O)c1cc(-c2ccc(Cl)cc2)nc2ccccc12	.	.	.	.	.	.	.	-10.0%	-24.8%
CCOc1nc(NCCN2CCOCC2)nc(Nc2ccc(C)cc2)n1	-11.4	160	11.4	160	15.7	91.8	76.1	-4.7%	-36.0%
CC(C)CCNC(=O)C1CC(=O)N(C2CCCC2)C1 (configuration not stated)	15.6	168	-15.6	168	-4.8	97.2	102.0	-7.7%	13.3%
O=C1C2CCCN2C(c2ccccc2)N1c1nccs1 (configuration not stated)	?	.	-67.1	161	2.9	98.3	95.5	0.3%	-40.1%
O=C(Oc1ccc2[nH]cc(CCN3C(=O)c4ccccc4C3=O)c2c1)c1ccco1	-3.1	150	3.1	150	17.6	98.7	81.1	-3.9%	20.1%
Cc1ccc(-c2csc(N3CCC(NS(=O)(=O)c4ccc5c(c4)OCCO5)CC3)n2)cc1	0.9	122	-0.9	122	12.4	98.7	86.3	2.8%	-21.9%
O=C(CN1C(=O)NC2(CCCCCC2)C1=O)N1CCC(Cc2ccccc2)CC1	3.8	151	-3.8	151	4.6	86.8	82.2	.	.
CCOC(=O)CNC(=O)CSc1nc2cccnc2n1Cc1ccccc1	.	.	.	.	1.9	93.2	91.4	0.5%	-69.5%
C=CCOn1c(C)c(C(C)=O)c2c3no[n+]([O-])c3ccc21	22.6	145	-22.6	145	-26.4	29.3	55.6	.	.
c1cncc(-c2nc3ccccc3[nH]2)c1	-0.5	136	0.5	136	.	.	.	-3.7%	6.3%
N=c1n(CCO)c2ccccc2n1Cc1ccccc1Cl	3.9	138	-3.9	138	3.8	95.9	92.1	-10.8%	12.9%
CCOC(=O)CSc1nnc(CSc2nc3sc4c(c3c(=O)[nH]2)CCC4)n1-c1ccccc1	-1.2	156	1.2	156	5.7	101.3	95.5	3.8%	-101.5%
CC1CCCN(c2nc3c(c(=O)n(C)c(=O)n3C)n2CCSc2nc3ccccc3s2)C1 (configuration not stated)	10.6	165	-10.6	165	7.0	80.5	73.5	0.7%	-79.1%
CC(=O)NCC(=O)N(c1c(C)n(C)n(-c2ccccc2)c1=O)C1(C(=O)NC2CCCC2)CCCCC1	.	.	.	.	-4.5	91.9	96.3	-7.4%	-61.9%
Cn1cccc1-c1nc2ccc(NC(=O)c3cccs3)cc2[nH]1	-10.4	156	10.4	156	-16.6	64.9	81.5	5.6%	10.6%
Cc1ccc(NC(=O)N(Cc2cccnc2)Cc2ccco2)cc1C	-4.8	160	4.8	160	20.3	99.7	79.3	-20.9%	9.1%
CCOc1ccccc1NC(=S)NC(=O)CCCOc1ccc(Cl)cc1Cl	9.1	166	-9.1	166	.	.	.	2.7%	30.0%
c1cncc(C(c2nnnn2C2CCCCC2)N2CCN3CCCC3C2)c1 (configuration not stated)	4.6	134	-4.6	134	18.4	104.3	85.8	.	.
COc1ccc(OC)c(CNC(=O)COc2cc(=O)n(C)c3ccccc23)c1	-7.2	170	7.2	170	-10.7	84.7	95.4	.	.
O=C(NCCc1ccc(Cl)cc1)C1CCN(S(=O)(=O)c2cccc3nonc23)CC1	1.6	173	-1.6	173	4.9	100.4	95.6	-14.2%	-37.4%
c1cc(-c2noc(-c3ccc4c(c3)OCO4)n2)ccn1	6.2	175	-6.2	175	5.8	87.0	81.2	.	.
CCn1nnnc1SCC(=O)Nc1cc(OC)cc(OC)c1	-4.8	90	4.8	90	-12.2	87.3	99.5	13.3%	-14.5%
COc1ccc(/C=N/NC(=O)C2CCN(c3ncc(C(F)(F)F)cc3Cl)CC2)cc1	5.2	117	-5.3	117	.	.	.	0.1%	2.3%
COc1ccc(-c2noc(N(C)CC(=O)Nc3cccc(C(F)(F)F)c3)n2)cc1	1.8	188	-1.8	188	-13.6	75.4	89.1	13.6%	10.3%

Assay outcomes from PubChem BioAssay.
